sPLA2-III inh = Inhibits HGIII-sPLA2 liposome hydrolysis, primary screen; Q9NZ20; QFRET BODIPY PC-A2 liposome hydrolysis, fluorescence; inhibition, % at 12.2 µM; 0.56% of 370,000 active;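 active = inhibition above mean plus 3 SD of compounds lying within the high and low control bounds, cut at about 19% in these data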;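 also: 0% = median of test compound wells and 100% = no enzyme DMSO wells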
NR1D1 modulator = Rev-erb alpha (human) modulation; activity, % at 10 µM; 0.79% of 370,000 active; P20393; Rev-erbα–FITC-DNA binding, fluorescence polarization, 90 min;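 active = activity above about 14%, limit read from the data; passing the limit was not always enough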;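 also: 0% = DMSO wells with 35 nM protein and 100% = DMSO wells with 750 nM protein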
Target sequence (P20393 whole entry, looked up): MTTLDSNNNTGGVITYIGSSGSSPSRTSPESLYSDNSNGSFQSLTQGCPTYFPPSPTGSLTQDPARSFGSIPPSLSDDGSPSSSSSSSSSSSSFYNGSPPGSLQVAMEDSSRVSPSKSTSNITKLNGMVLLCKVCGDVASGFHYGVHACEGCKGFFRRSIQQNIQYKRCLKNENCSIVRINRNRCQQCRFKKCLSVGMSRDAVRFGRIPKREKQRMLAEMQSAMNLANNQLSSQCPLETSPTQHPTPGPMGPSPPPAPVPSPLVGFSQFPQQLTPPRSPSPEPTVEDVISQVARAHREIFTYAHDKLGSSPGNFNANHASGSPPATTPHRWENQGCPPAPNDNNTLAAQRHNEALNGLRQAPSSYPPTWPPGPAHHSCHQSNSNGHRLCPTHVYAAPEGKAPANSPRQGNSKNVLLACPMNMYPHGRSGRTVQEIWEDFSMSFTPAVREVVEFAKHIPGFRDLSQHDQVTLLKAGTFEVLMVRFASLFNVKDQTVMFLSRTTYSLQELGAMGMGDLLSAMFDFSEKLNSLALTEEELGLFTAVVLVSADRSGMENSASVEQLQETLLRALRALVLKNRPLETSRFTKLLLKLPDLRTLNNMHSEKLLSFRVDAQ
SMARCA2 act = activators of SMARCA2 function | MG213 cells, MMTV-luciferase reporter, dexamethasone, overnight | activation, % at 9.1 µM | 1% of 370,000 active | AID 652017; in the data active = activation above about 7.8%;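 also: 0% = vehicle wells and 100% = reference activator wells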
FXN GAA850 act = activators of GAA850 frataxin (FXN) promoter. 0.56% of 360,000 active. HEK293 lucGAA850 FXN promoter luciferase reporter, 24 h; percent of 10 µM SAHA response. activation, % at 6 µM;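 active = activation above the average of all compounds screened plus 3 SD, cutoff fixed separately per campaign, cut at about 7.5% in these data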;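 also: 0% = DMSO wells and 100% = 10 µM SAHA wells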
DAX1 inh-1 = NR0B1 (DAX1) inhibition | P51843 | HEK293 Gal4-DAX1 luciferase reporter, luminescence | inhibition, % at 6.75 µM | 0.99% of 340,000 active | AID 504766;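 active = inhibition above the mean over all tested compounds plus 3 SD, cut at about 4.2% in these data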;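 also: 0% = DAX1-transfected cells with DMSO and 100% = empty-vector control cells with DMSO; inhibition shows as a rise in luminescence from relieved DAX1 repression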
Target sequence (P51843 207-470 limits assumed): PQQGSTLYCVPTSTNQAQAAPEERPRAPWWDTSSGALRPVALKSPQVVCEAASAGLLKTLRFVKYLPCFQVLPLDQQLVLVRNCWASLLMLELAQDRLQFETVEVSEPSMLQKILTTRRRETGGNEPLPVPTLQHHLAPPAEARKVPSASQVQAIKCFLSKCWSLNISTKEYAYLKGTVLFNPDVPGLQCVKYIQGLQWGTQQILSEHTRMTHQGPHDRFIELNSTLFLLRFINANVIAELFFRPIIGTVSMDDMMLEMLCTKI
DAX1 inh-2 = blocks DAX1 repression of SF-1 activated StAR promoter. 1.1% of 370,000 active. AID 652010. inhibition, % at 6.8 µM. HEK293T StAR-luciferase reporter, SF-1/DAX-1 repression relief;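 active = inhibition above the mean over all tested compounds plus 3 SD, cut at about 3.6% in these data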;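 also: 0% = DAX-1 cells with DMSO and 100% = cells lacking DAX-1 with DMSO; higher inhibition means more luminescence from relief of DAX-1 repression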
hgDAF12 agonist = agonists of H. glycines DAF-12 nuclear receptor | HEK293 GAL4-hgDAF12 UAS-luciferase reporter, agonist luminescence; normalized to butyrate control | activation, % at 6.8 µM | 1.8% of 370,000 active | AID 687014;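 active = activation above a cutoff set at the mean of all screened compounds plus 3 SD, cut at about 10% in these data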;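 also: 0% = DMSO wells and 100% = sodium butyrate wells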
ssDAF12 agonist = S. stercoralis DAF-12 activation, primary screen. AID 652126. HEK293 ssDAF-12/GRIP1 lit1-tk-luc reporter, luminescence; % of 3 µM dafachronic acid response. activation, % at 6.8 µM. 1% of 370,000 active;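 active = activation above the mean over all tested compounds plus 3 SD, cut at about 0.9% in these data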;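 also: 0% = DMSO-only wells and 100% = 3 µM delta7-dafachronic acid wells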
PLCb3 inh = PLC-beta3 (human) inhibition, primary screen; AID 720704; Q01970; inhibition, % at 12.2 µM; 0.18% of 370,000 active; Purified PLC-beta3, fluorogenic substrate, fluorescence; in the data active = inhibition above about 11%;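 also: 0% = median of compound wells on plate and 100% = full blocker control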
PG9 Ab binder = binds the HIV-1 gp120 antibody PG9. TR-FRET gp120-PG9 antibody binding. inhibition, % at 6.7 µM. 0.43% of 360,000 active. AID 624416; in the data active = inhibition above about 8.5%
hcDAF-12 act = H. contortus DAF-12 activation, primary screen; HEK293 hcDAF-12 lit1-tk-luc reporter, luminescence; 0% DMSO, 100% Δ7-dafachronic acid; activation, % at 6.8 µM; AID 652067; 1.4% of 370,000 active;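 active = activation above the mean of all tested compounds plus 3 SD, cut at about 5.5% in these data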;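 also: 100% = response to 3 µM Δ7-dafachronic acid high control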
Numbers without * were called inactive; / = not tested or not shown. Not a hit list; any-hit rate near 7%.

Sequence of screens – sPLA2-III inh	NR1D1 modulator	SMARCA2 act	FXN GAA850 act	DAX1 inh-1	DAX1 inh-2	hgDAF12 agonist	ssDAF12 agonist	PLCb3 inh	PG9 Ab binder	hcDAF-12 act
1. O=c1[nH]nc(-c2ccc(F)cc2)cc1Cc1ccccc1
 : 4.8	-1.6	-0.5	3.9	4.0	-0.6	-0.5	-1.1	-7.2	1.0	-1.4
2. COc1cccc(C2NC(CCSC)(C(=O)O)C3C(=O)N(C(C)C)C(=O)C23)c1O (configuration not stated)
 : -4.1	-5.3	-0.3	1.7	1.1	0.7	7.9	-1.2	-1.4	-3.0	-2.6
3. O=c1c2c(-c3ccccc3)csc2nc2n1CCC2
 : 0.2	-5.3	1.1	-2.6	0.5	0.9	-1.9	-1.2	-2.1	1.0	-1.2
4. Cc1cc(CCN2CCC(=O)NC2=S)ccc1OC(C)C
 : 9.7	2.3	-0.7	1.4	-0.6	-0.3	-0.6	-1.8	1.8	1.4	-2.2
5. COCCN1CCN(C(=O)c2ccc3oc(CCCc4ccccc4)nc3c2)CC1
 : -3.6	-1.4	6.0	1.5	2.4	0.1	2.7	-0.9	-3.0	-0.8	1.1
6. COc1ccccc1C(=O)Nc1cc2cc(Br)ccc2oc1=O
 : -5.1	2.8	-1.8	0.8	-1.0	0.5	3.0	-0.3	-3.2	2.8	0.3
7. CSc1nnc(C2CCN(CC(=O)Nc3ccccc3N3CCOCC3)CC2)n1C(C)C
 : -3.0	-3.1	1.9	0.6	0.1	0.0	0.6	-0.8	-4.6	-1.0	-2.0
8. Cc1ccc(-c2nnc(COC(=O)c3ccco3)o2)cc1
 : 0.0	4.7	0.7	0.0	0.9	-0.3	2.0	-0.1	-4.4	-2.2	3.6
9. COc1ccc(Cl)cc1-c1nc(-c2ccc(Br)o2)no1
 : -11.9	-5.7	-3.1	1.0	0.2	0.1	4.3	0.7	3.3	-1.9	8.2*
10. COc1c2c(cc3oc(CO[C@@H]4O[C@H](CO)[C@@H](O)[C@H](O)[C@H]4O)cc(=O)c13)O[C@H](C(C)(C)O)C2
 : 7.9	5.3	0.4	1.3	0.0	0.7	1.7	-1.0	-36.1	0.9	-1.1
11. C=CCOC(=O)C1=C[C@H](c2coc3ccccc3c2=O)C[C@H](OCCCCO)O1
 : -1.9	0.4	-0.5	2.7	2.0	-0.2	-0.2	-1.6	-3.4	0.4	-0.1
12. O=C(c1cccc(F)c1)N1CCN(C(=O)C2CC2)CC1
 : -7.9	-0.1	-1.5	0.4	2.2	0.5	0.3	-0.7	-0.1	-1.5	-1.6
13. Cc1ccc(NC(=O)C2C3C=CC4(O3)C2C(=O)N(CCCN2CCCCC2)C4C(=O)NC2CCCCC2)cc1C (configuration not stated)
 : 3.1	-1.9	3.2	0.5	-1.0	0.5	-0.8	-1.2	-3.6	-0.8	-1.5
14. O=C(c1ccco1)N1CCN(C(=O)c2oc(=O)c3ccccc3c2-c2ccccc2)CC1
 : 1.0	2.1	7.3	-0.7	2.2	0.9	-0.5	-1.7	-3.6	-0.5	-0.8
15. CCN1CCN(CCCNC(=O)Cn2cc3c(n2)CCCC3)CC1
 : 1.2	-0.4	0.8	0.3	2.9	-1.0	1.1	-0.5	-1.0	2.5	0.5
16. COc1ccc(C=O)cc1OC(=O)C1(C)Cc2ccccc2C(=O)O1 (configuration not stated)
 : 0.5	-0.7	2.0	0.8	2.8	0.3	-1.6	-1.4	-6.6	-0.1	-0.6
17. O=C1NC[C@H](CCCCN2C[C@@H](Cc3ccccc3)N(CC3CCCCC3)C(=O)C2=O)N(CCC2CCCCC2)C1=O
 : -10.1	-7.0	0.3	/	/	0.9	-4.2	-1.3	-1.6	-2.4	1.4
18. CCC(CO)NC(=O)c1ccccc1C(F)(F)F (configuration not stated)
 : 1.5	-6.4	-1.6	-2.2	0.5	0.6	-0.8	-1.1	-6.1	-1.5	-2.0
19. O=C(Nc1nc2c(s1)C(=O)CCC2)c1ccccc1
 : -5.1	-0.4	8.3*	0.0	0.0	2.6	15.5*	0.3	-4.4	1.1	4.5
20. C=CC[C@@H]1NN2C(=O)[C@@H](C)[C@@H]3c4ccccc4C=NN3[C@@H]2c2ccccc21
 : 8.0	0.5	-3.1	/	/	-0.6	-0.9	-1.1	-8.2	/	-0.6
21. O=C1C2C3C=CC(C4CC34)C2C(=O)N1/N=C/c1ccc(-c2cccc([N+](=O)[O-])c2)o1 (configuration not stated)
 : -6.1	4.2	1.9	-1.8	0.1	-0.4	1.7	-1.4	3.9	-2.0	-0.7
22. Cc1ccc(NC(=O)C2CC(=O)n3ncnc3N2)cc1C (configuration not stated)
 : 4.5	-2.0	-0.7	-0.1	0.9	-0.2	0.3	-1.3	-5.0	-1.8	-1.5
23. O=C1NC[C@H](Cc2ccc(O)cc2)N(C[C@@H]2CCCN2C[C@H](Cc2ccccc2)N2C[C@H](Cc3ccccc3)N(CC3CCCCC3)C(=O)C2=O)C1=O
 : -3.5	-2.4	-3.0	/	/	-0.7	-3.0	-0.7	0.0	-0.9	-2.3
24. CC1=C(C)SC(=C(C#N)c2nnc(N3CCOCC3)n2-c2ccccc2)S1
 : 19.2	-2.5	-2.4	/	/	-0.3	-4.0	-1.5	-4.8	-1.9	-2.5
25. CCCC1=C(C(=O)OCC)C(c2cc(Cl)cc(OC)c2OCc2ccccc2)NC(=O)N1 (configuration not stated)
 : 5.6	-3.0	-2.5	-2.7	-0.5	0.5	-1.7	-1.0	-3.6	0.2	-1.2
26. CC1CCN(S(=O)(=O)c2ccc3c(c2)N(CC(=O)NCCCN2CCCC(C)C2)C(=O)CS3)CC1 (configuration not stated)
 : 4.5	-4.1	-1.5	5.5	0.7	0.0	-1.4	-1.1	-7.1	0.4	2.4
27. CC(=O)Nc1ccc(CNc2nc3cc(-c4ccc(F)cc4)sc3c(=O)n2C)cc1
 : 2.6	-6.0	0.3	1.3	/	-1.1	2.2	-1.2	1.1	-2.1	-1.4
28. Cc1ccc2c(C)c(C(=O)NCC(C)(C)N3CCOCC3)oc2c1C
 : 5.6	0.6	-3.6	2.1	0.7	-0.5	-0.9	-1.0	-7.5	-1.0	1.2
29. CCOc1cccc(C(=O)Nc2cccnc2)c1
 : -2.5	2.0	-1.8	1.0	-1.3	0.7	3.1	-0.8	0.8	0.2	0.0
30. Cc1ccc(SCC(=O)OCC(=O)N(CCC#N)c2ccccc2)cc1
 : -12.4	0.6	-2.1	-2.0	2.0	-0.3	-1.7	-1.2	-3.9	-1.0	-0.6
31. COCCn1c(SCC(=O)N2CCCCCC2)nc2c([nH]c3ccccc32)c1=O
 : 3.5	-3.7	-1.2	1.0	0.7	0.9	2.9	0.3	-6.0	-0.7	7.2*
32. COc1ccc(-c2oc(=O)c3cc(OC)c(OC)cc3c2C#CCCCO)cc1
 : -10.5	12.9	1.4	-2.8	1.0	-0.1	-0.6	-1.8	-34.4	-0.7	-1.7
33. COc1ccc(/C=N/n2cnnc2SCc2ccc(OC)cc2)cc1
 : -15.8	5.0	-2.4	1.4	0.8	0.1	-2.2	-1.2	-0.5	2.1	-0.9
34. Cc1ccc(OCCNC(=O)c2ccccc2OCc2c(C)noc2C)cc1
 : 5.7	-0.5	-3.3	1.1	-0.3	-0.9	-3.8	-0.2	-0.4	-1.4	-2.5
35. O=CNC1CCCc2c1[nH]c1ccc(Cl)cc21 (configuration not stated)
 : -4.0	2.2	-2.6	-0.4	0.1	0.4	-2.2	-1.2	-6.0	-2.2	-1.2
36. NS(=O)(=O)c1ccc(NC(=O)CSc2cn[nH]n2)cc1
 : -0.3	-2.2	-2.9	-1.7	0.0	-0.3	1.5	-0.1	-3.5	2.1	-1.2
37. O=C(C1CCCCC1)N1C[C@H](n2cc(C3CC3)nn2)[C@@H](O)C[C@@H]1c1ccccc1
 : 3.4	1.3	-3.4	-1.7	0.9	1.4	-3.4	-1.2	4.0	-0.7	-1.8
38. Cc1ccccc1CS(=O)(=O)c1ccc(C(=O)N2CCC(C)CC2)cc1[N+](=O)[O-]
 : 4.7	2.2	4.5	-2.9	-0.4	-0.3	-0.7	-1.7	2.7	2.3	0.6
39. CCCC(C(=O)NC(C)(C)C)N(CC1CCCO1)C(=O)CNS(=O)(=O)c1ccc(F)cc1 (configuration not stated)
 : -2.2	9.8	-2.5	0.7	0.5	0.6	0.6	-1.1	-2.9	-0.7	-0.9
40. CCc1cc(=O)oc2cc(OCC(=O)NCCCN3CCOCC3)c(Cl)cc12
 : 3.1	4.5	8.4*	1.9	0.8	0.0	0.8	-1.0	-8.2	-4.2	-0.2
41. CCN1CCN(C(c2cccs2)C(C)NS(=O)(=O)c2ccc(Br)cc2)CC1 (configuration not stated)
 : 2.8	-2.0	-2.2	-1.5	-1.0	-0.4	-3.1	-1.6	-0.1	-0.1	-1.4
42. CCc1cccc(CC)c1N1C(=O)CC(Sc2ccccc2N)C1=O (configuration not stated)
 : -1.1	2.2	0.8	-2.0	2.5	1.2	-0.6	-0.5	3.6	-1.6	1.0
43. COc1ccc(C(=O)N2CCN(CCNC(=O)C(=O)Nc3ccc(F)cc3)CC2)cc1
 : 3.7	-6.2	2.2	0.2	0.5	-0.1	-0.9	-1.3	1.9	0.4	-0.2
44. CC(SCc1ccccc1)C(=O)Nc1ccccc1 (configuration not stated)
 : -1.3	4.6	1.0	0.5	1.5	-0.3	-0.7	-1.4	-1.2	-2.4	-1.7
45. COCCOC(=O)C1=C(C)NC2=C(C(=O)CCC2)C1c1ccc2c(c1)OCO2 (configuration not stated)
 : -1.7	-5.5	-4.5	-0.6	0.4	0.2	-0.9	-0.1	-42.5	-1.9	-1.9
46. O=C(Nc1cccc(-c2nc3ncccc3o2)c1)c1ccccc1
 : -0.4	2.2	3.8	1.7	-0.7	-1.3	1.3	-1.4	0.0	-0.5	-1.9
47. CCOC(=O)N1CCN(C(=O)C[C@H]2C[C@@]3(C(=O)OC)C(=C[C@H](COCc4ccccc4)O[C@@H]3C)N(Cc3ccc(Cl)cc3Cl)C2=O)CC1
 : -12.8	-0.7	-4.0	/	/	-0.4	-2.4	-2.2	0.3	/	-4.3
48. CCCCNC(=S)NCc1ccc2[nH]c3c(c2c1)CCCC3
 : -8.1	0.6	-0.9	4.0	1.1	-2.5	-4.4	-1.8	-33.9	0.8	-2.1
49. O=C(COC(=O)c1cc(C(F)(F)F)cc(C(F)(F)F)c1)NCc1ccc(Cl)cc1
 : 1.8	-2.6	-1.8	-0.6	0.8	-0.5	-0.8	-0.4	2.5	-1.1	-0.9
50. COc1cccc(CNc2nc(-c3cccnc3)nc3ccccc23)c1
 : -12.4	3.3	-3.4	0.9	-2.0	-0.1	1.8	-1.9	-14.0	-0.7	-2.6
51. CCCCn1c(SCC(=O)NCc2ccc(OC)c(C(=O)O)c2)nc2cc(S(N)(=O)=O)ccc21
 : 3.5	-4.5	2.3	0.8	-1.2	0.1	-0.3	-1.0	-1.7	-1.7	-0.1

Two compounds from above with just hcDAF-12 act, ssDAF12 agonist and PLCb3 inh.
cpd | SMILES | hcDAF-12 act | ssDAF12 agonist | PLCb3 inh
35 | O=CNC1CCCc2c1[nH]c1ccc(Cl)cc21 (configuration not stated) | -1.2 | -1.2 | -6.0
42 | CCc1cccc(CC)c1N1C(=O)CC(Sc2ccccc2N)C1=O (configuration not stated) | 1.0 | -0.5 | 3.6

Source: PubChem
